# L3MBTL1 block = qHTS Assay for the Inhibitors of L3MBTL1; AID 485360, 2010; actives 0.66% (n = 230,000); Potency, µM (doses to about 57.1 µM), inactives show top-dose activity, negative = inhibition, most hits filed as inhibitors; Lethal(3)malignant brain tumor-like protein 1 (Homo sapiens), Q9Y468; AlphaScreen L3MBTL1–H3K9me1 peptide binding; active means well fitted inhibition curve with a large enough effect; inconclusive means small, poorly fitted or top-dose-only effect; inactive means no such curve, though single readings can be large or run the other way; further: nearly all actives have a fitted effect of over 60% in size
# Target sequence (Q9Y468 whole entry, looked up): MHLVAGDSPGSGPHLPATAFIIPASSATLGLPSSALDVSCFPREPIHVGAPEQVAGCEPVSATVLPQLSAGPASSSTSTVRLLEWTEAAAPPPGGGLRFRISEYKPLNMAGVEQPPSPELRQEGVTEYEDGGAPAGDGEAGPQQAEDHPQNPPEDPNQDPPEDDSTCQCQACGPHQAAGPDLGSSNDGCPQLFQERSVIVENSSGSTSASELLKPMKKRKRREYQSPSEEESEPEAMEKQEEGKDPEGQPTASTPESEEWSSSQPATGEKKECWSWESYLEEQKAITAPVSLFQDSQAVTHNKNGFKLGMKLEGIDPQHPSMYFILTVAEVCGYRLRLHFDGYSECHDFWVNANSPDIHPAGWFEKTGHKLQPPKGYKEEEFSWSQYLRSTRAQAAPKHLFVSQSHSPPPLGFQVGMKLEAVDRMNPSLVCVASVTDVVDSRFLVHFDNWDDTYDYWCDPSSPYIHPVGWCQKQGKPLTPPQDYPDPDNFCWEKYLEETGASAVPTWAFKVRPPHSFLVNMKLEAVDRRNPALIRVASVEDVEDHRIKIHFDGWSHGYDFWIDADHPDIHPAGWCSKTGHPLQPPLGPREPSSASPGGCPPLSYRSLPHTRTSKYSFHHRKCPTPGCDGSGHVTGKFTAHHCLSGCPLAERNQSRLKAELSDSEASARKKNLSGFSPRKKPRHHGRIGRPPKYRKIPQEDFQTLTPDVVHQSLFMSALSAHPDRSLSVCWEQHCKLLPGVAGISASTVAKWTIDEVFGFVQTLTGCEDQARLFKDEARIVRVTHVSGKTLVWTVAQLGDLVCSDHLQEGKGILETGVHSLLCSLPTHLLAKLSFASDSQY
#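 AlphaScreen proximity signal between nickel-chelate acceptor and streptavidin donor beads (final 10 ug/mL) reports binding of 50 nM L3MBTL1 to 75 nM biotin-H3 K9me1 peptide; complex incubated with compounds 30 min at room temperature; cefsulodin titration as control.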
# Active calls of the source: *; ? = inconclusive; & = joins results of further samples; [ ] = remark or other dose. On the % scale 0 is the no-effect control and ±100 the full control effect; potency means the concentration at half of the fitted maximal effect. The list is partial. The share of hits here may be higher or lower than overall.
# Preview, 2 compounds:
SMILES,L3MBTL1 block
COC(=O)C1=C(c2ccc(OC(F)(F)F)cc2)C[C@@H]2CC[C@H]1N2C(=O)NC1Cc2ccccc2C1,-1%
Cc1cccc(C)c1N1CCN(c2c(C)cccc2C)CC1,-3%

# The whole of this part, from the start:
SMILES,L3MBTL1 block
COC(=O)C1=C(c2ccc(OC(F)(F)F)cc2)C[C@@H]2CC[C@H]1N2C(=O)NC1Cc2ccccc2C1,-1%
Cc1cccc(C)c1N1CCN(c2c(C)cccc2C)CC1,-3%
O=C(Cc1ccc(N(CCCl)CCCl)cc1)NC(Cc1ccc(Cl)cc1)C(=O)O (centres undefined),5%
FC(F)(F)c1cccc(NC2=NCCCS2)c1,4%
CN(C)C1(CNC(=O)c2ccc(NS(=O)(=O)c3ccc(Cl)c(Cl)c3)cc2)CCCCC1,-2%
CC1(C)CN(S(=O)(=O)OCC(Cl)(Cl)Cl)C(=O)N1,13%
CCc1nccc2c1[nH]c1ccccc12,-1%
COC(=O)C1=C(c2ccccc2OCc2ccccc2)C[C@@H]2CC[C@H]1N2C(=O)NCc1ccc([N+](=O)[O-])cc1,-10%
CC(=O)OC1=CC[C@H]2[C@@H]3CC[C@H]4C[C@H](OC(C)=O)[C@@H](OC(C)=O)C[C@]4(C)[C@H]3CC[C@]12C,4%
COC(=O)C1=C(c2ccccc2OCc2ccccc2)C[C@@H]2CC[C@H]1N2C(=O)NCc1ccc(OC)cc1,-6%
C[C@]12CCC3C(CC[C@H]4C[C@@H](O)[C@H](O)C[C@]34C)C1CC[C@@H]2O (some centres undefined),0%
CN(Cc1ccccc1)C(=O)CN1CCCC1=O,-2%

# Looked up by compound from the list above (3):
SMILES,L3MBTL1 block
FC(F)(F)c1cccc(NC2=NCCCS2)c1,4%
Cc1cccc(C)c1N1CCN(c2c(C)cccc2C)CC1,-3%
COC(=O)C1=C(c2ccccc2OCc2ccccc2)C[C@@H]2CC[C@H]1N2C(=O)NCc1ccc(OC)cc1,-6%

# (cont.)
SMILES,L3MBTL1 block
COC(=O)C1=C(c2ccc(F)cc2OCc2ccccc2)C[C@@H]2CC[C@H]1N2C(=O)NCc1ccccc1C(F)(F)F,-3%
CCC(C)C(=O)N[C@@H](c1ccccc1)[C@@H](O)C(=O)O[C@H]1C[C@@]2(O)[C@@H](OC(=O)c3ccccc3)C3[C@](C)(C(=O)[C@H](OC(C)=O)C(=C1C)C2(C)C)[C@@H](O)C[C@H]1OC[C@@]31OC(C)=O (some centres undefined),-3%
C=C[C@@H]1C2=CCOC(=O)C2=CO[C@H]1O[C@@H]1O[C@H](CO)[C@@H](O)[C@H](O)[C@H]1O,-2%
CC(=O)c1cn(CC(=O)NCCc2c[nH]c3ccccc23)c2ccccc12,17%
Cn1c(O)c(/C=C2\C=Nc3ccccc32)c(=O)n(C)c1=O,0%
COC1=CC2C3Cc4ccc(OC)c(O)c4C2(CCN3C)CC1=O (centres undefined),-2%
CC(C)(C)c1cc(OC(=O)Cc2ccccc2)ccc1O,0%
Cc1cc(=O)oc2c(C)c(OCC(=O)N3C[C@H]4C[C@@H](C3)c3cccc(=O)n3C4)ccc12,-1%
CCCOC(=O)c1ccc(-[n+]2c(-c3ccccc3)cc(-c3ccccc3)cc2-c2ccccc2)cc1,-11%
C=CCn1c(O)c(/C=C2/C=c3ccccc3=N2)c(=O)[nH]c1=S,-3%
CN(C)C(=O)Oc1ccc(NC(=O)N2CCOCC2)cc1,7%
COC(=O)C1=C(c2ccc(F)cc2F)C[C@@H]2CC[C@H]1N2C(=O)N1CCCCC1,6%

# Some of the entries above, reformatted.
mol	L3MBTL1 block
CN(C)C(=O)Oc1ccc(NC(=O)N2CCOCC2)cc1	7%
COC(=O)C1=C(c2ccc(F)cc2F)C[C@@H]2CC[C@H]1N2C(=O)N1CCCCC1	6%

# Remaining list, next part
SMILES,L3MBTL1 block
COC(=O)C1=C(c2ccc(OC)c(OC)c2)C[C@@H]2CC[C@H]1N2C(=O)NC1Cc2ccccc2C1,0%
COc1ccccc1-n1c(O)c(/C=C2\C=Nc3ccccc32)c(=O)[nH]c1=O,-1%
C[C@]12CC[C@H](O)C[C@H]1CC[C@@H]1C2CC[C@]2(C)[C@@H](C3=CC(=O)OC3)[C@@H](O)C[C@]12O (some centres undefined),4%
COC(=O)C1=C(c2ccc(Cl)c(C(F)(F)F)c2)C[C@@H]2CC[C@H]1N2C(=O)NCCNC(C)=O,-2%
COC1=C[C@@H]2C3=C([C@@H]2C1=O)[C@@H](NC(C)=O)CCc1cc(OC)c(OC)c(OC)c13,-1%
O=C(c1ccc(F)cc1)N1CCC2(CC1)OCCO2,1%
Cc1cc(N2CCNCC2)nc2ccccc12,0%
COC(=O)C1=C(c2ccc(S(C)(=O)=O)cc2)C[C@@H]2CC[C@H]1N2C,4%
COC(=O)C1=C(c2cccc(OCc3ccccc3)c2)C[C@@H]2CC[C@H]1N2C(=O)NCc1cccc(C(F)(F)F)c1,-3%
C=CCN1C(=O)/C(=C/c2ccc(Br)s2)C(=O)NC1=S,-10%
CC(=O)c1cn(Cc2ccc(F)cc2)c2ccccc12,1%
CCN(CC)C(=O)Oc1ccc(NC(=O)N2CCOCC2)cc1,-2%
CC(=O)[C@H]1CCC2C3CC[C@H]4C[C@@H](O)CC[C@]4(C)C3CC[C@@]21C (some centres undefined),8%
Cc1cc(C(=O)OCC(=O)Nc2cccc(F)c2)c(C)n1C1CC1,-11%
COC(=O)C1=C(c2ccc(OC)c(OC)c2)C[C@@H]2CC[C@H]1N2C(=O)N1CCCC1,2%
COC(=O)C1=C(c2ccc3ccccc3c2)C[C@@H]2CC[C@H]1N2C(=O)N1CCC(C)CC1,-4%
O=c1[nH]c(=S)[nH]c(O)c1/C=C1/C=c2ccccc2=N1,-3%
CCOc1ccc(C(C)=O)cc1Cc1c(O)[nH]c(=S)[nH]c1=O,40%[activator]
COC(=O)C1=C(c2ccc(F)cc2OCc2ccccc2)C[C@@H]2CC[C@H]1N2C(=O)NCc1ccc(OC)c(OC)c1,-18%
Cc1[nH]c2ccc(OCc3ccccc3)cc2c1CCN,-30%
c1ccc2c(CN3CCOCC3)c[nH]c2c1,-4%
O=C1CC(=O)N(c2ccccc2)C(=O)N1c1ccccc1,-6%
COc1cccc(CNCCc2ccc3c(c2)OCO3)c1OC,-6%[2.29 µM]
CC(=Nc1ccc(F)cc1)c1c(O)n(C)c(=O)[nH]c1=O,-9%
OC(CC#CCN1CCCCCC1)(c1ccccc1)C1CCCC1 (centres undefined),7%
O=C(COC(=O)Cc1ccccc1)Nc1cc(S(=O)(=O)N2CCCCC2)ccc1Cl,-3%
CCOC(=O)C1(c2ccccc2)CCN(CCC(=O)Nc2ccc(F)cc2)CC1,-3%
CN1C(=O)CN=C(c2ccccc2Cl)c2cc(Br)ccc21,5%[2.29 µM]
Oc1ccc(-[n+]2c(-c3ccccc3)cc(-c3ccccc3)cc2-c2ccccc2)cc1,3%
Oc1ccc2c3c1OC1[C@H](O)CC[C@@]4(O)[C@@H](C2)N(CC2CC2)CC[C@]314 (some centres undefined),7%&-1%
CC(C)CC(=O)Nc1ccc(S(=O)(=O)N2CC3CC(C2)c2cccc(=O)n2C3)cc1 (centres undefined),5%
NP(=O)(OCCCc1ccccc1)Oc1ccccc1Cl (centres undefined),2%
CCCCn1c(=O)c(C(=O)Nc2ccccn2)c(O)c2ccccc21,8%
CC(=O)O[C@@H]1CC[C@]2(C)C3CC[C@@]4(C)C(C[C@@H](O)[C@@H]4O)C3[C@@H](OC(C)=O)C[C@H]2C1 (some centres undefined),-4%
O=[N+]([O-])c1ccccc1CNCCc1c[nH]c2ccccc12,-10%
O=[N+]([O-])c1ccccc1CN1CC=C(c2ccc(F)cc2)CC1,-3%
CN(C)CCN(CC1CCCN(Cc2ccccc2F)C1)C(=O)Cc1c(F)cccc1F (centres undefined),-2%
Cc1nc2ccccc2c(=O)n1-c1ccc(Cl)cc1Cl,4%
COC(=O)C1=C(c2ccc(F)cc2OCc2ccccc2)C[C@@H]2CC[C@H]1N2C(=O)N1CCC(O)(c2ccc(Cl)cc2)CC1,-10%
COc1ccccc1N1CCN(CCc2ccccc2)CC1,-1%
CN(C(=O)COC(=O)c1cn(C)c2ccccc12)C1CCCCC1,-2%
C[C@]12CCC3C(C1CCC2=O)[C@H](O)C[C@H]1C[C@@H](O)CC[C@]31C (some centres undefined),6%
COc1cc(C(=O)NC(=S)N2C[C@H]3C[C@H](C2)c2cccc(=O)n2C3)cc(OC)c1OC,12%
CCC(=O)OC(Cc1ccccc1)(c1ccccc1)[C@H](C)CN(C)C (some centres undefined),-3%
Cc1cnc(-n2c(=S)[nH]c3ccccc3c2=O)s1,-1%
CCCNC(=O)N1[C@H]2CC[C@@H]1C(C(=O)OC)=C(c1cccc(C#N)c1)C2,5%
Cc1cc(-c2ccccc2)cc(-c2ccccc2)[n+]1CCc1ccccc1,1%
O=S(=O)(NC1CCCCCCC1)OCC(Cl)(Cl)Cl,16%
CCCCCn1c(=O)c(C(=O)NCc2ccc(Cl)cc2)c(O)c2ccccc21,7%[2.29 µM]
O=c1ccc2cc3ccoc3c(O)c2o1,-11%
COC(=O)C1=C(c2ccc(-c3ccccc3)c(F)c2)C[C@@H]2CC[C@H]1N2C(=O)NCCNC(C)=O,-6%
CC1CCN(C(=O)COC(=O)c2cn(C)c3ccccc23)CC1,-2%
O=[N+]([O-])c1ccc(CNCCc2ccccc2)cc1,6%
Cc1cc(C)c(N=Cc2c(O)[nH]c(=O)[nH]c2=O)c(C)c1,-3%
CCN(C(=O)COC(=O)c1cc(C)n(C2CC2)c1C)c1ccccc1,-9%
COC(=O)C1=C(c2cccc(OCc3ccccc3)c2)C[C@@H]2CC[C@H]1N2C(=O)NCc1ccc(Br)cc1,-9%
Cc1cccc(NC(=O)CN2CCN(C(=O)COc3cccc(Br)c3)CC2)c1C,-2%
COc1ccc2ccccc2c1CNCCc1ccccc1,3%
CC(=O)O[C@@]12CO[C@@H]1C[C@H](O)[C@@]1(C)C(=O)[C@H](O)C3=C(C)[C@@H](O)C[C@@](O)([C@@H](OC(=O)c4ccccc4)C12)C3(C)C (some centres undefined),5%
CCOC(C[n+]1c(-c2ccccc2)cc(C)cc1-c1ccccc1)OCC,5%
# (listing goes on)
SMILES,L3MBTL1 block
COC(=O)C1=C(c2cccc(OCc3ccccc3)c2)C[C@@H]2CC[C@H]1N2C(=O)NCc1ccc(F)cc1,-4%
COc1ccccc1C1CC2CCC(C1OC(C)=O)N2Cc1ccccc1 (centres undefined),-1%
CN(C)[C@@H]1C(=O)C(C(N)=O)=C(O)[C@@]2(O)C(=O)C3=C(O)c4c(O)cccc4[C@@](C)(O)C3[C@H](O)C12 (some centres undefined),3.2µM*
Cc1ccc(Oc2cc(NN3CCCCC3)c([N+](=O)[O-])cc2[N+](=O)[O-])c([N+](=O)[O-])c1,0%
COC(=O)C1=C(c2cccc(C#N)c2)C[C@@H]2CC[C@H]1N2C(=O)NCCNC(C)=O,-5%
COC(=O)C1=C(c2ccc(-c3ccccc3)c(F)c2)C[C@@H]2CC[C@H]1N2C(=O)N1CCC(C)CC1,-5%
COCCNC(=O)N1[C@H]2CC[C@@H]1C(C(=O)OC)=C(c1cccc(C#N)c1)C2,-1%
CN1CC[C@]23c4c5ccc(OC6OC(C(=O)O)[C@@H](O)C(O)[C@H]6O)c4OC2C(O)C=CC3[C@H]1C5 (some centres undefined),2%
CCCCNC(C)Cc1ccccc1 (centres undefined),5%
COC(=O)C1=C(c2ccc(OC)c(OC)c2)C[C@@H]2CC[C@H]1N2C(=O)NCc1ccc(F)cc1,0%
CC[C@H]1CN2CCC1C[C@H]2[C@H](O)c1ccnc2ccc(OC)cc12 (some centres undefined),4%
N#Cc1ccc(NC(=O)CN2C(=O)NC3(CCCCCCC3)C2=O)cc1Cl,0%
COC(=O)C1=C(c2ccc(OC)c(OC)c2)C[C@@H]2CC[C@H]1N2C(=O)N1CCC(O)CC1,8%
O=C(NC(=S)N1C[C@H]2C[C@H](C1)c1cccc(=O)n1C2)c1ccc(Cl)cc1Cl,3%
COC1=CC=C2[C@H]3Cc4ccc(OC)c5c4[C@@]2(CCN3C)C1O5 (some centres undefined),?
COC(=O)C1=C(c2ccc(F)cc2OCc2ccccc2)C[C@@H]2CC[C@H]1N2C(=O)NCCCOC(C)C,0%
CN1CC[C@]23c4c5ccc(O)c4OC2C(O)C=CC3[C@H]1C5 (some centres undefined),0%
CC(c1ccccc1)[n+]1ccccc1 (centres undefined),9%
CCCCCCn1c(=O)c(C(=O)Nc2ncccc2C)c(O)c2ccccc21,-5%
COCCO[C@H]1CCC2C3CC=C4C[C@@H](O)CC[C@]4(C)C3CC[C@@]21C (some centres undefined),-8%
Cn1cc(C(=O)OCC(=O)NC2(C#N)CCCC2)c2ccccc21,-10%
C[C@@H]1O[C@@H](O[C@@H]2C=C3CC[C@@H]4C(CC[C@]5(C)[C@@H](c6ccc(=O)oc6)CC[C@]45O)[C@@]3(C)CC2)[C@H](O)[C@H](O)[C@H]1O (some centres undefined),2%
c1ccc(CCNCc2cccnc2)cc1,-8%
Oc1ccccc1-[n+]1c(-c2ccccc2)cc(-c2ccccc2)c(O)c1-c1ccccc1,-5%
C[C@]12CC[C@H](O)CC1=CCC1C2CC[C@]2(C)C(=O)[C@H](Br)CC12 (some centres undefined),5%
CC1OC(C[N+](C)(C)C)CC1O (centres undefined),1%

# Among those listed so far, 2 have two or more sulfur atoms:
SMILES,L3MBTL1 block
C=CCN1C(=O)/C(=C/c2ccc(Br)s2)C(=O)NC1=S,-10%
Cc1cnc(-n2c(=S)[nH]c3ccccc3c2=O)s1,-1%
